High-throughput results: PubChem, National Center for Advancing Translational Sciences (NCATS)
POLB inh = blocks human DNA polymerase beta activity | Pol beta primer extension/strand displacement, fluorescence kinetic | Potency, µM (series often up to 114 µM), for the others: at the highest dose activity change, negative = inhibition, most hits filed as inhibitors | 340,000 tested, 1.3% active | AID 485314; further: on the % scale 0 is the no-effect control and ±100 the full control effect
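Curves were derived by four-parameter Hill fits of normalized qHTS data. The kinetic fluorescent primer-extension read was taken at 0 and 10 min after 50 nM substrate, following a 15 min room-temperature preincubation of 10 nM enzyme with compounds.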
POLH inh = blocks human DNA polymerase eta activity. 390,000 tested, 1.2% active. recombinant Pol eta, fluorescent DNA replication assay. Q9Y253. Potency, µM (doses to about 114 µM), inactives show top-dose activity change, negative = inhibition, hits mostly inhibitors. AID 588591; further: on the % scale 0 is the no-effect control and ±100 the full control effect
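Pol eta at 10 nM preincubated with compounds 15 min at room temperature; reaction started with fluorescent substrate (50 nM final) and read kinetically at 0 and 10 min.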
Anesthetic bind = candidate novel general anesthetic via apoferritin binding; apoferritin/1-aminoanthracene competitive binding, fluorescence; P02791; AID 485281; 350,000 tested, 0.074% active; Potency, µM (series often up to 77.5 µM), without a hit: top-dose activity change, negative = displacement, actives largely listed as inhibitors; further: on the % scale 0 is the no-effect control and ±100 the full control effect; nearly all actives have a fitted effect of over 20% in size
Target sequence (P02791 2-175 limits assumed): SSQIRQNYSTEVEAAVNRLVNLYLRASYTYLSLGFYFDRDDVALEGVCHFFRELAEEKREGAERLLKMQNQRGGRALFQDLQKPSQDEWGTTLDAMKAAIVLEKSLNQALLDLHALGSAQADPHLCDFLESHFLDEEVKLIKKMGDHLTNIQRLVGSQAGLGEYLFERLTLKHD
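Steps: apoferritin (10 uM) was premixed with half-saturated 1-AMA in PBS, compounds were pin-transferred, plates stood 10 min at room temperature, fluorescence was read at 380/535 nm, and curves were fitted with a Hill equation.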
BAZ2B inh = inhibitors of human BAZ2B bromodomain; Q9UIF8; AlphaScreen BAZ2B-H3K14Ac peptide displacement; Potency, µM (highest dose often 114 µM), for inactives: at the top dose activity change, negative = inhibition, most hits filed as inhibitors; 360,000 tested, 4.4% active; AID 504333; further: on the % scale 0 is the no-effect control and ±100 the full control effect; nearly all actives have a fitted effect of over 60% in size
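AlphaScreen luminescence quantifies BAZ2B engagement of H3K14Ac peptide; the protein and biotinylated peptide are both at 50 nM final, buffer PBS pH 7.4 with 0.01% Tween-20, all steps at room temperature.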
Pol kappa inh = blocks human DNA polymerase kappa activity; Q9UBT6; purified Pol kappa, fluorescent DNA synthesis assay, 10 min; Potency, µM (doses to about 107 µM), for inactives: at the highest dose activity, negative = inhibition, actives largely listed as inhibitors; 400,000 tested, 0.53% active; AID 588579; further: on the % scale 0 is the no-effect control and ±100 the full control effect
Target sequence (Q9UBT6 whole entry, looked up): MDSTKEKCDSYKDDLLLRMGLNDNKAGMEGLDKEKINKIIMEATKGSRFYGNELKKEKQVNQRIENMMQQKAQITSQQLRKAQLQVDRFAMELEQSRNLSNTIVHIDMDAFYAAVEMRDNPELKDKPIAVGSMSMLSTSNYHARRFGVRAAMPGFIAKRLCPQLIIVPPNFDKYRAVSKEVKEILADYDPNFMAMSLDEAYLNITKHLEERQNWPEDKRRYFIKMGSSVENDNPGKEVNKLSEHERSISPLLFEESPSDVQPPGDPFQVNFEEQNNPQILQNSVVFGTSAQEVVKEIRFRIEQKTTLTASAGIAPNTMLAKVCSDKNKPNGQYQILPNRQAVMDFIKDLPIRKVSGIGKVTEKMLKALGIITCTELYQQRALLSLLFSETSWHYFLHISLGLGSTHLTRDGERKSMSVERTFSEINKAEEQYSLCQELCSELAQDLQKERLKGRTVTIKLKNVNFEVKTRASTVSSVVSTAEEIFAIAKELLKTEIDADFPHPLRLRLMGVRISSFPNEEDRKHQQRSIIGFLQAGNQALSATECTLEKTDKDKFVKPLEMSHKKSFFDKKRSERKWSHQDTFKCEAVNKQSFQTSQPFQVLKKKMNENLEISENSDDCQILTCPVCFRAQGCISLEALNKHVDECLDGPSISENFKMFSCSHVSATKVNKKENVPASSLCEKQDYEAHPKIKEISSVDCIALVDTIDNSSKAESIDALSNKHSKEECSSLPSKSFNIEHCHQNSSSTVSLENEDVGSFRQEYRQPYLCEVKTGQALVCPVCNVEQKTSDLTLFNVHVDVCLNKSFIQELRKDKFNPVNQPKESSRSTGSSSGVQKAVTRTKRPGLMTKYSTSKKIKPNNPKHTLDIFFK
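50 nM final substrate added after 15 min RT preincubation of 10 nM Pol kappa with compound; fluorescence read at 0 and 10 min.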
G9a inh = blocks human histone lysine methyltransferase G9a; Q96KQ7; G9a H3K9 monomethylation, AlphaScreen, 2 h; Potency, µM (series often up to 102 µM), inactives show at the top dose activity, negative = inhibition, usual class: inhibitors; 350,000 tested, 8.8% active; AID 504332; further: on the % scale 0 is the no-effect control and ±100 the full control effect; nearly all actives have a fitted effect of over 75% in size
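Signal arises when biotinylated H3K9 peptide, once monomethylated, bridges streptavidin donor and antibody-captured acceptor beads. Enzyme at 20 nM was preincubated 15 min with test compounds; peptide 500 nM and SAM 20 uM then reacted for 2 h.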
APEX1 inh = blocks human APE1 abasic DNA cleavage | P27695 | recombinant APE1, TAMRA/BHQ-2 abasic DNA cleavage fluorescence | Potency, µM (doses to about 65.8 µM), for the others: top-dose activity change, negative = inhibition, actives largely listed as inhibitors | 350,000 tested, 0.35% active | AID 2517;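 further: plate controls were vehicle for no effect and reference inhibitor for full effect; nearly all actives have a fitted effect of over 55% in size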
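Activity was derived from the fluorescence gain between first and third kinetic reads (60 s intervals, ex 525/em 598 nm) after 50 nM THF-abasic TAMRA/BHQ-2 duplex was added to 0.75 nM APE1 preincubated 15 min with compound.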
BLM helicase inh = blocks DNA unwinding by human BLM helicase; P54132; recombinant BLM DNA unwinding, fluorescence dequenching; Potency, µM (highest dose often 56.1 µM), inactives show top-dose activity change, negative = inhibition, most hits filed as inhibitors; 350,000 tested, 0.2% active;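 further: plate controls were vehicle for no effect and no enzyme for full effect; nearly all actives have a fitted effect of over 35% in size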
Pol iota inh = blocks human DNA polymerase iota activity. Q9UNA4. Pol iota fluorescent replication assay, 10 min. Potency, µM (top dose mostly 115 µM), for inactives: at the top dose activity, negative = inhibition, most hits filed as inhibitors. 390,000 tested, 1% active. AID 588590
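Fluorescent replication assay read twice, at 0 min and 10 min after adding 50 nM (final) substrate. Enzyme (10 nM) and compounds were first incubated 15 min at room temperature; enzyme-free buffer wells were negative controls.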
* hit, by the source's call; [ ] = remark or other dose. The call rests on the fitted dose curve; in most records, active means well fitted curve in the direction sought with a large enough effect; inconclusive means small, poorly fitted or top-dose-only effect, or another doubt; inactive means no such curve, though single readings can be large; an effect the other way counts as inactive or inconclusive. Potency means the concentration at half of the fitted maximal effect.

CNC[C@@H](CC1CCCCC1)NC[C@H](CC(C)C)NCCc1cccc(C(F)(F)F)c1 was read as POLB inh 19%, POLH inh -17%, Anesthetic bind -24%, BAZ2B inh -12%, Pol kappa inh -23%, G9a inh -22%, APEX1 inh 6%, BLM helicase inh -8% and Pol iota inh -12%.
For CC(Oc1ccc(Cl)cc1Cl)C(=O)N(Cc1ccco1)C1CCS(=O)(=O)C1 (centres undefined) the results were POLB inh 2%, POLH inh -16%, Anesthetic bind -11%, BAZ2B inh -11%, Pol kappa inh -6%, G9a inh -19%[12.7 µM], APEX1 inh 1%, BLM helicase inh -4% and Pol iota inh -5%.
Screening COc1ccc(CNC(=O)C2CCN(S(=O)(=O)c3c(C)noc3/C=C/N(C)C)CC2)cc1 returned POLB inh 32%, POLH inh -8%, Anesthetic bind 0%, BAZ2B inh inconclusive, Pol kappa inh -8%, G9a inh 3%[0.0925 µM], APEX1 inh -4%, BLM helicase inh -1% and Pol iota inh -19%.
Cn1c(SCC(=O)Nc2ccc(N3CCOCC3)c(Cl)c2)nnc1C(O)c1ccccc1 (centres undefined) was read as POLB inh -3%, POLH inh -14%, Anesthetic bind -11%, BAZ2B inh -5%, Pol kappa inh 2%, G9a inh 9%[12.7 µM], APEX1 inh 1%, BLM helicase inh -2% and Pol iota inh 12%.
For COc1ccc(Cl)cc1S(=O)(=O)N1CCC(O)(c2ccc(Cl)cc2)CC1 the results were POLB inh -13%, POLH inh -18%, Anesthetic bind 3%, BAZ2B inh 1%, Pol kappa inh 13%, G9a inh 39%[59 µM], APEX1 inh -2%, BLM helicase inh -8% and Pol iota inh 21%.
CNC(=O)c1nnn(Cc2ccccc2)c1NC(=O)C(F)(F)F was read as POLB inh 28%, POLH inh 7%, Anesthetic bind -9%, BAZ2B inh inconclusive, Pol kappa inh -5%, G9a inh 103%[activator][59 µM], APEX1 inh 3%, BLM helicase inh 1% and Pol iota inh inconclusive.
Screening C/C=C/C=C\C(=O)Nc1cccc(C2=NOC3(C2)C[C@H](C(N)=O)N(C(=O)/C=C/C)C3)c1 (some centres undefined) returned POLB inh inconclusive, POLH inh 22µM*, Anesthetic bind -2%, BAZ2B inh -4%, Pol kappa inh inconclusive, G9a inh inconclusive, APEX1 inh 1%, BLM helicase inh -12% and Pol iota inh inconclusive.
Screening CCn1c(C)nc2cc(S(N)(=O)=O)ccc21 returned POLB inh 66%, POLH inh -12%, Anesthetic bind -3%, BAZ2B inh 4%, Pol kappa inh -6%, APEX1 inh -10%, BLM helicase inh -4% and Pol iota inh 47%[activator].
Cc1cc(C)c(NC(=O)Cn2ncc3ccccc32)c(C)c1 was read as POLB inh -2%, POLH inh -16%, Anesthetic bind -5%, BAZ2B inh 11%, Pol kappa inh -18%, G9a inh -7%, APEX1 inh 46%[activator], BLM helicase inh -2% and Pol iota inh 75%[activator].
COc1ccc(NC(=O)c2oc3c(c2C)-c2nn(Cc4ccccc4Cl)cc2CC3)cc1OC was read as POLB inh -1%, POLH inh -11%, Anesthetic bind -3%, BAZ2B inh 0%, Pol kappa inh -1%, G9a inh -3%[59 µM], BLM helicase inh -3% and Pol iota inh 7%.
`COc1ccc(CCCc2n[nH]c(=S)o2)cc1` gave POLB inh inconclusive, POLH inh -7%, Anesthetic bind -5%, BAZ2B inh inconclusive, Pol kappa inh 11%, G9a inh inconclusive, APEX1 inh 15%, BLM helicase inh -1% and Pol iota inh -18%.
O=C(O)CSc1ccc(Oc2ccc(SCC(=O)O)cc2)cc1 was read as POLB inh 2%, POLH inh -18%, Anesthetic bind -6%, BAZ2B inh -9%, Pol kappa inh -2%, APEX1 inh 2%, BLM helicase inh -7% and Pol iota inh 59%[activator].
`CCOc1ccc(-n2c(-c3ccc(OC)cc3)c[n+]3c2CCCCC3)cc1` gave POLB inh 18%, POLH inh -17%, Anesthetic bind -5%, BAZ2B inh 0%, Pol kappa inh 0%, G9a inh 14%[59 µM], APEX1 inh 12%, BLM helicase inh -10% and Pol iota inh 19%.
Screening CCN1CCc2nc(NC(=O)c3cc(F)c(F)cc3Cl)sc2C1 returned POLB inh 9%, POLH inh 1%, Anesthetic bind -7%, BAZ2B inh -3%, Pol kappa inh 2%, G9a inh inconclusive, APEX1 inh -3%, BLM helicase inh 0% and Pol iota inh 63%[activator].
Screening O=C(c1cccc(NS(=O)(=O)c2ccccc2)c1)N1CCN(c2ccccc2)CC1 returned POLH inh -21%, BAZ2B inh 2%, Pol kappa inh -7%, G9a inh -26%, APEX1 inh -7% and Pol iota inh 5%.
`CC1Sc2ccc(S(=O)(=O)N3CCC(C(=O)NCc4ccc(Cl)cc4)CC3)cc2NC1=O` (centres undefined) gave POLB inh 0%, POLH inh -12%, Anesthetic bind 3%, BAZ2B inh -9%, Pol kappa inh -8%, G9a inh 52%[activator], APEX1 inh 16%, BLM helicase inh -5% and Pol iota inh -6%.
`Cc1cc(C)n(-c2cc(N3CCN(S(=O)(=O)c4ccc(Cl)cc4)CC3)ccc2[N+](=O)[O-])n1` gave POLB inh 19%, POLH inh -20%, Anesthetic bind -1%, BAZ2B inh -32%, Pol kappa inh -4%, G9a inh inconclusive, APEX1 inh 10%, BLM helicase inh -1% and Pol iota inh 0%.
Screening COc1ccccc1NC(=O)c1nnn(Cc2ccccc2)c1NC(=O)C(F)(F)F returned POLB inh 29%, POLH inh -8%, Anesthetic bind -14%, BAZ2B inh -25%, Pol kappa inh -1%, G9a inh -34%, APEX1 inh -4%, BLM helicase inh -1% and Pol iota inh -16%.
Cc1ccc(Cl)cc1N1CCN(C(=O)COc2ccc3c(c2)CCC3)CC1 was read as POLB inh 3%, POLH inh -15%, Anesthetic bind -1%, BAZ2B inh -3%, Pol kappa inh -18%, G9a inh 11%[59 µM], APEX1 inh 2%, BLM helicase inh -1% and Pol iota inh 17%.
`O=C(CCc1nnc2n(Cc3ccc(F)cc3)c(=O)c3ccccc3n12)NCCN1CCOCC1` gave POLB inh 1%, POLH inh -7%, Anesthetic bind -17%, BAZ2B inh -28%, Pol kappa inh -12%, G9a inh 11%, APEX1 inh 20%, BLM helicase inh 2% and Pol iota inh -17%.
For CN(C)CCCNC(=O)C(=O)Nc1cc2c3c(c1)CCC(=O)N3CCC2 the results were POLB inh 39%, POLH inh 0%, Anesthetic bind -2%, BAZ2B inh -9%, Pol kappa inh 10%, G9a inh 6%, APEX1 inh 43%[activator], BLM helicase inh -11% and Pol iota inh 5%.
`Cc1cc(/C=N\NC(=O)CC(=O)NC2CCCCC2)c(C)n1-c1ccc(Cl)cc1` gave POLB inh -6%, POLH inh -16%, Anesthetic bind inconclusive, BAZ2B inh inconclusive, Pol kappa inh -7%, G9a inh -7%[59 µM], APEX1 inh -4%, BLM helicase inh -6% and Pol iota inh 27%.
`CCOC(=O)c1ccccc1NC(=O)Cn1cnc2c(oc3ccccc32)c1=O` gave POLB inh 50%, POLH inh 11%, Anesthetic bind -13%, BAZ2B inh 4%, Pol kappa inh -10%, G9a inh -1%[59 µM], APEX1 inh 0%, BLM helicase inh 1% and Pol iota inh 10%.
`COc1ccc(S(=O)(=O)Nc2ccc3oc4c(c3c2)CCCC4)cc1` gave POLB inh -20%, POLH inh inconclusive, Anesthetic bind 58%[activator], BAZ2B inh -30%, Pol kappa inh -14%, G9a inh -33%[59 µM], BLM helicase inh -12% and Pol iota inh 7%.
For Cn1cc([N+](=O)[O-])c(C(=O)NNC(=O)c2ccc([N+](=O)[O-])cc2Cl)n1 the results were POLB inh 49%[activator], POLH inh -10%, Anesthetic bind -5%, BAZ2B inh 2%, Pol kappa inh 3%, G9a inh inconclusive, APEX1 inh -10%, BLM helicase inh 0% and Pol iota inh 40%[activator].
For CCc1noc(C)c1C(=O)NCCc1ccc(F)cc1 the results were POLH inh -1%, BAZ2B inh 11%, Pol kappa inh -3%, G9a inh -29%, APEX1 inh 0% and Pol iota inh 18%.
COC(=O)Cn1c(O)c(N=NC(=O)CNC(=O)COc2cccc(C)c2)c2ccccc21 was read as POLB inh 1%, POLH inh -9%, Anesthetic bind -14%, BAZ2B inh -23%, Pol kappa inh -8%, G9a inh -12%, APEX1 inh 15%, BLM helicase inh -7% and Pol iota inh -9%.
NC(=O)c1sc2nc3c(cc2c1N)CCCCCC3 was read as POLB inh 37%[activator], POLH inh -1%, Anesthetic bind 1%, BAZ2B inh -14%, Pol kappa inh -21%, G9a inh 50µM*, APEX1 inh -8%, BLM helicase inh -2% and Pol iota inh 31%[activator].
`O=C(NC1CC(=O)N(c2ccc(F)cc2)C1)C1CCCCC1` (centres undefined) gave POLB inh -16%, POLH inh -7%, Anesthetic bind 1%, BAZ2B inh 0%, Pol kappa inh 5%[60.1 µM], G9a inh 2%[59 µM], BLM helicase inh 1% and Pol iota inh 26%.
COc1ccccc1C(=O)NNC(=O)c1ccccc1Br was read as POLB inh 1%, POLH inh 1%, Anesthetic bind -11%, BAZ2B inh 2%, Pol kappa inh 2%, G9a inh -5%[0.501 µM], APEX1 inh 5%, BLM helicase inh -2% and Pol iota inh 9%.
Screening CCOc1ccc(S(=O)(=O)N2CCc3cc(OC)c(OC)cc3C2)cc1 returned POLB inh -3%, POLH inh -17%, Anesthetic bind 6%, BAZ2B inh -38%, Pol kappa inh -12%, G9a inh 6%, APEX1 inh -2%, BLM helicase inh -1% and Pol iota inh 22%.
O=C(NNC(=O)C1CCN(Cc2cccc(F)c2)CC1)c1cccc(Cl)c1 was read as POLB inh 4%, POLH inh -10%, Anesthetic bind 2%, BAZ2B inh 12%, Pol kappa inh -22%, G9a inh 11%[59 µM], APEX1 inh 11%, BLM helicase inh 0% and Pol iota inh -10%.

In the list so far, two have two or more sulfur atoms:
O=C(O)CSc1ccc(Oc2ccc(SCC(=O)O)cc2)cc1 was read as POLB inh 2%, POLH inh -18%, Anesthetic bind -6%, BAZ2B inh -9%, Pol kappa inh -2%, APEX1 inh 2%, BLM helicase inh -7% and Pol iota inh 59%[activator].
`CC1Sc2ccc(S(=O)(=O)N3CCC(C(=O)NCc4ccc(Cl)cc4)CC3)cc2NC1=O` (centres undefined) gave POLB inh 0%, POLH inh -12%, Anesthetic bind 3%, BAZ2B inh -9%, Pol kappa inh -8%, G9a inh 52%[activator], APEX1 inh 16%, BLM helicase inh -5% and Pol iota inh -6%.

The list is partial, so the mix of outcomes need not match the whole.
